PostGolgi yeast – growth inhibition of a yeast mutant, post-Golgi transport screen. post-Golgi transport phenotypic cell assay. inhibition, % at 10 µM. 0.9% of 98,000 active. AID 739;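 note: yeast cells grown in 1536-well plates; yeast grown about 18 h at 30C before absorbance read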
sEH inh – soluble epoxide hydrolase (human) inhibition. P34913. recombinant human sEH enzymatic activity assay. inhibition, % at 2 µM. 0.34% of 91,000 active; in the data active = inhibition above about 80%; note: values of inactives mirror those of a sister screen read the other way; many of its hits are not listed in these tables
Target sequence (P34913 whole entry, looked up): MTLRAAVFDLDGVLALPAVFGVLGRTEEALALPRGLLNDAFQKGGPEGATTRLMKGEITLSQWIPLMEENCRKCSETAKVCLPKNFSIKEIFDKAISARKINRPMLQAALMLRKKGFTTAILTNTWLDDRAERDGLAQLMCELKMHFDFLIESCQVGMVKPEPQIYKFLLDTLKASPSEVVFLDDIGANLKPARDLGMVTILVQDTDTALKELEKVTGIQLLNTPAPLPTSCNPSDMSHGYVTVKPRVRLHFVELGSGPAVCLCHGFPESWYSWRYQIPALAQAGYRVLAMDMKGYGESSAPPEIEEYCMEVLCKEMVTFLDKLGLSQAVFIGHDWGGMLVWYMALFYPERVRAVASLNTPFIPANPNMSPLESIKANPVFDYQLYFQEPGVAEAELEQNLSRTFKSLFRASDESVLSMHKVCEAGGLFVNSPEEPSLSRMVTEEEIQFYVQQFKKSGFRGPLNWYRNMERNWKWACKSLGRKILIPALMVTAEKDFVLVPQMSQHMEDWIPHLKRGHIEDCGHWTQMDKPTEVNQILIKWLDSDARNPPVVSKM
PostGolgi ctrl – growth of the yeast control strain, post-Golgi counter-screen. efflux-deficient yeast background strain, growth absorbance A615, 16 h. inhibition, % at 10 µM. 5% of 98,000 active
DAT uptake mod – human DAT dopamine uptake with cocaine, either direction; LLC-PK1 hDAT cells, [14C]-dopamine uptake with cocaine IC80; actives deviate in either direction; B-score at 10 µM; 1.3% of 110,000 active;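 active = Z score or B-score, a plate-position-corrected score, falls beyond the plate's 99.7% confidence bounds, in either direction; inactive = both scores lie inside the 99.7% bounds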;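 note: scored against the spread of the other compound wells on the same plate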
S1P2 agonist – agonists of human S1P2 receptor. O95136. S1P2-expressing cell line, agonist reporter read-out. activation, % at 4.5 µM. 0.46% of 97,000 active. AID 729; in the data active = activation above about 16%;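 note: 0% = vehicle low control and 100% = maximal reference agonist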
CYP2C19 inhib – human CYP2C19 inhibition; P33261; CYP2C19 Supersomes, luciferin-H EGE luminescence, 30 min; inhibition, % at 5 µM; 21% of 96,000 active;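 active = CYP2C19 inhibition above a set limit at 5 µM in the primary screen, cut at about 50% in these data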;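 note: plate controls were negative control wells for no effect and 2.5 mM tranylcypromine positive control for full effect; values of inactives mirror those of a sister screen read the other way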
Target sequence (P33261 whole entry, looked up): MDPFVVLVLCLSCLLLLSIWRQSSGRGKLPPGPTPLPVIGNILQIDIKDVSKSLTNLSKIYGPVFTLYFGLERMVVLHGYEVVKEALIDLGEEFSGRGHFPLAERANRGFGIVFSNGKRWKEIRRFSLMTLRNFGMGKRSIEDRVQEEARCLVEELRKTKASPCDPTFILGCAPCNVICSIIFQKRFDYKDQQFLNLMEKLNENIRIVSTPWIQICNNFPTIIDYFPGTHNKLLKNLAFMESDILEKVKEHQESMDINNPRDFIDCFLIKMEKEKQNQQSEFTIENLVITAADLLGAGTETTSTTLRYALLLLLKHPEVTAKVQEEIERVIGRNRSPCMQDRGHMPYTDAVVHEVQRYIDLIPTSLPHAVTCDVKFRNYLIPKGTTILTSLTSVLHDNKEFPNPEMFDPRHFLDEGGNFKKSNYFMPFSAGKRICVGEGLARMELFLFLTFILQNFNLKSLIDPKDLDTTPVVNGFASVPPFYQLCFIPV
sEH act – increases human soluble epoxide hydrolase activity; purified human sEH enzymatic activity, activator screen; activation, % at 2 µM; P34913; AID 717; 0.04% of 91,000 active; in the data active = activation above about 37%; note: values of inactives mirror those of a sister screen read the other way
S1P2 blocker – antagonists of human S1P2 receptor; O95136; cell-based S1P2 antagonist assay, inhibition at 5 uM; inhibition, % at 5 µM; 0.21% of 97,000 active; in the data active = inhibition above about 45%;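 note: CRE beta-lactamase reporter cells expressing human S1P2 stimulated with S1P; 0% = agonist at EC80 alone and 100% = agonist plus reference antagonist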
CYP2C19 act – activators of human cytochrome P450 2C19. 96,000 tested, under 10 active. activation factor at 5 µM. P33261. recombinant CYP2C19, luciferin-H EGE luminescence; stronger effect = higher value; 0 = fully inhibited enzyme, 1 = untreated enzyme;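 active = activation factor of at least 2 at 5 µM in the primary screen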;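 note: 0 = wells with 2.5 mM tranylcypromine and 1 = vehicle-only wells; values of inactives mirror those of a sister screen read the other way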
An asterisk follows results filed as active; & = joins results of further samples. Cut-off read from the data, not from the text of the source, unless noted: active = inhibition above about 30%; inactive = the rest.

`COc1ccc(-c2csc(Cc3nnc(N4CCOCC4)n3-c3ccccc3)n2)cc1OC` gave PostGolgi yeast -1, sEH inh 12, PostGolgi ctrl 3, DAT uptake mod 1.2, S1P2 agonist 0, CYP2C19 inhib -10, sEH act -10, S1P2 blocker -16 and CYP2C19 act 1.1.
Screening Cc1ccc(N(CC(=O)N/N=C/c2ccc(OC3CSC3)cc2)S(=O)(=O)c2ccccc2)cc1 returned PostGolgi yeast -10, sEH inh 26, PostGolgi ctrl 7, DAT uptake mod 0.074, S1P2 agonist -6, CYP2C19 inhib 36, sEH act -28, S1P2 blocker 7 and CYP2C19 act 0.6.
Screening COc1ccc(OC)c(NC(=O)CN(c2ccc(OC)c(Cl)c2)S(C)(=O)=O)c1 returned PostGolgi yeast 3, PostGolgi ctrl 15, DAT uptake mod 0.59, CYP2C19 inhib 39 and CYP2C19 act 0.6.
For CC(C)NC(=O)c1onc(CSc2ccccc2F)c1C(=O)O the results were PostGolgi yeast -2, sEH inh 5, PostGolgi ctrl 39*, DAT uptake mod 0.11, S1P2 agonist -8, CYP2C19 inhib 10, sEH act 1, S1P2 blocker -6 and CYP2C19 act 0.9.
`CC1CC(=O)c2cnc(N3CCOCC3)nc2C1` (centres undefined) gave PostGolgi yeast -2, sEH inh -2, PostGolgi ctrl 26, DAT uptake mod 0.54, S1P2 agonist -2, CYP2C19 inhib -10, sEH act 2, S1P2 blocker -17 and CYP2C19 act 1.1.
Screening CCOC(=O)C1CCCN(c2cc(=O)n(Cc3ccc(F)cc3)c(=O)[nH]2)C1 (centres undefined) returned sEH inh -7, DAT uptake mod -0.29, S1P2 agonist -5, CYP2C19 inhib 3, sEH act 8, S1P2 blocker 3 and CYP2C19 act 1.
`CCC1CCCCN1C(=O)CSc1nnc(-c2cccc(Cl)c2)o1` (centres undefined) gave PostGolgi yeast -9, PostGolgi ctrl 7, DAT uptake mod -1.2, CYP2C19 inhib 98* and CYP2C19 act 0.
O=C(O)c1ccc(S(=O)(=O)NC2CCCCC2)cc1 was read as PostGolgi yeast -9, sEH inh 1, PostGolgi ctrl -11, DAT uptake mod -0.31, S1P2 agonist -4, CYP2C19 inhib -11, sEH act -2, S1P2 blocker 17 and CYP2C19 act 1.1.
`CC(=O)NC(CCS(C)(=O)=O)C(=O)Nc1ccccc1C` (centres undefined) gave PostGolgi yeast -5, sEH inh 1, PostGolgi ctrl 14, DAT uptake mod 0.18, S1P2 agonist -3, CYP2C19 inhib 2, sEH act 4, S1P2 blocker -17 and CYP2C19 act 1.
Screening N#C/C(=C/c1ccc(Sc2nc3ccccc3[nH]2)o1)c1cccc(F)c1 returned PostGolgi yeast 2, sEH inh -11, PostGolgi ctrl 55*, DAT uptake mod 0.99, S1P2 agonist -5, CYP2C19 inhib 92*, sEH act 7, S1P2 blocker -10 and CYP2C19 act 0.1.

In the list so far, 2 have a COOH group:
For CC(C)NC(=O)c1onc(CSc2ccccc2F)c1C(=O)O the results were PostGolgi yeast -2, sEH inh 5, PostGolgi ctrl 39*, DAT uptake mod 0.11, S1P2 agonist -8, CYP2C19 inhib 10, sEH act 1, S1P2 blocker -6 and CYP2C19 act 0.9.
O=C(O)c1ccc(S(=O)(=O)NC2CCCCC2)cc1 was read as PostGolgi yeast -9, sEH inh 1, PostGolgi ctrl -11, DAT uptake mod -0.31, S1P2 agonist -4, CYP2C19 inhib -11, sEH act -2, S1P2 blocker 17 and CYP2C19 act 1.1.

Continued:
O=C(CCCSc1ccccc1)Nc1nc(-c2ccccn2)cs1 was read as PostGolgi yeast 8, sEH inh -1, PostGolgi ctrl 8, DAT uptake mod 0.063, S1P2 agonist -2, CYP2C19 inhib 12, sEH act 4, S1P2 blocker -18 and CYP2C19 act 0.9.
CCCCN(CC)S(=O)(=O)N1CCC(C(=O)NCCCN2CCOCC2)CC1 was read as PostGolgi yeast -1, sEH inh 2, PostGolgi ctrl 6, S1P2 agonist -4, CYP2C19 inhib -2, sEH act -2, S1P2 blocker 23 and CYP2C19 act 1.
`Cc1[nH]nc(-c2ccc(OCc3cnn(-c4ccccc4)c3)cc2O)c1Oc1ccccc1F` gave PostGolgi yeast 1, sEH inh -8, PostGolgi ctrl 42*, DAT uptake mod -1.2, S1P2 agonist -16, CYP2C19 inhib -2, sEH act 10, S1P2 blocker 5 and CYP2C19 act 1.
`O=C1NC(c2ccccc2)C(C(=O)c2cccs2)=C1O` (centres undefined) gave PostGolgi yeast 24, sEH inh -13, PostGolgi ctrl 13, DAT uptake mod -1.3, S1P2 agonist -5, CYP2C19 inhib -2, sEH act 12, S1P2 blocker 28 and CYP2C19 act 1.
`COc1ccc(-n2c(Cc3cccn3C)nnc2SCC(=O)N2CCCC2)cc1` gave PostGolgi yeast 1, PostGolgi ctrl 5, DAT uptake mod 1.2, CYP2C19 inhib 15 and CYP2C19 act 0.8.
COc1ccc(CNC(=O)C(C)NC(=O)c2cc3ccccc3o2)cc1 (centres undefined) was read as PostGolgi yeast 5, sEH inh -12, PostGolgi ctrl 6, DAT uptake mod -1.7*, S1P2 agonist -1, CYP2C19 inhib 23, sEH act 9, S1P2 blocker 14 and CYP2C19 act 0.8.
Screening CCN=C1SC(C(=O)Nc2cccc(C(=O)O)c2)CC(=O)N1CC (centres undefined) returned PostGolgi yeast 3, PostGolgi ctrl 20, DAT uptake mod 0.39, S1P2 agonist -2, CYP2C19 inhib -5, S1P2 blocker 17 and CYP2C19 act 1.1.
Cn1c(CNc2nc3ccccc3n2C)nc2ccccc21 was read as PostGolgi yeast 1, PostGolgi ctrl -1, DAT uptake mod 0.73, CYP2C19 inhib 70* and CYP2C19 act 0.3.
Screening CCOC(=O)N1CCN(Cc2oc(CO)cc(=O)c2O)CC1 returned PostGolgi yeast -9, sEH inh -9, PostGolgi ctrl 13, DAT uptake mod 0.059, S1P2 agonist -2, CYP2C19 inhib 5, sEH act 8, S1P2 blocker 19 and CYP2C19 act 0.9.
For CSc1nnc(-c2nnc(SC)n2-c2ccccc2)n1-c1ccccc1 the results were PostGolgi yeast -4, sEH inh -3, PostGolgi ctrl 2, DAT uptake mod -0.095, S1P2 agonist -3, CYP2C19 inhib 1, sEH act 6, S1P2 blocker -14 and CYP2C19 act 1.
NC(=O)CSc1nc2ccccc2n1-c1ccccc1 was read as sEH inh 7, DAT uptake mod 0.24, S1P2 agonist 0, sEH act -4 and S1P2 blocker -1.
For O=c1c2ccccc2nc2n1C(CSc1ccc(Cl)cc1)CN2 (centres undefined) the results were PostGolgi yeast 11, sEH inh -17, PostGolgi ctrl 4, DAT uptake mod 0.38, S1P2 agonist -3, CYP2C19 inhib 18, sEH act 14, S1P2 blocker 7 and CYP2C19 act 0.8.
CCOc1ccccc1C(=O)Nc1nncs1 was read as PostGolgi yeast 0, sEH inh -8, PostGolgi ctrl 6, DAT uptake mod 0.52, S1P2 agonist 0, CYP2C19 inhib 5, sEH act 11, S1P2 blocker -25 and CYP2C19 act 1.
`N#CC1=C(S)N(c2ccccc2)C(c2cccs2)NC1=O` (centres undefined) gave PostGolgi yeast -3, sEH inh -2, PostGolgi ctrl 5, DAT uptake mod -0.91, S1P2 agonist -5, CYP2C19 inhib 3, sEH act 3, S1P2 blocker 29 and CYP2C19 act 1.
CC(=O)n1nc(-c2ccccc2)nc1NCc1ccc(F)cc1 was read as PostGolgi yeast -19, sEH inh -9, PostGolgi ctrl -1, DAT uptake mod -1.7, S1P2 agonist -3, CYP2C19 inhib 16, sEH act 10, S1P2 blocker -7 and CYP2C19 act 0.8.
COc1ccc(C(=O)N/C(N)=N/c2nc3ccccc3o2)cc1 was read as PostGolgi yeast -1, PostGolgi ctrl 15, DAT uptake mod -2.2, S1P2 agonist -2, CYP2C19 inhib -10, S1P2 blocker -8 and CYP2C19 act 1.1.
For O=C(CS(=O)c1cccc(C(F)(F)F)c1)Nc1ccccc1Cl (centres undefined) the results were PostGolgi yeast 3, sEH inh -3, PostGolgi ctrl 6, DAT uptake mod 0.97, S1P2 agonist -10, CYP2C19 inhib 55*, sEH act 5, S1P2 blocker 18 and CYP2C19 act 0.5.
`CN(C)c1oc(-c2ccc(OCc3ccccc3)cc2)nc1C#N` gave PostGolgi yeast -2, sEH inh 4, PostGolgi ctrl 9, DAT uptake mod -1.2, S1P2 agonist -2, CYP2C19 inhib 80*, sEH act -1, S1P2 blocker 1 and CYP2C19 act 0.2.
CCc1nn(C(C)C(=O)NCCN2CCN(c3cccc(C)c3C)CC2)c(=O)c2cc3occc3n12 (centres undefined) was read as PostGolgi yeast 5, PostGolgi ctrl 1, DAT uptake mod 2.4&1.8, CYP2C19 inhib 38 and CYP2C19 act 0.6.
Screening O=c1cc(O)nc(SCc2ccccc2)[nH]1 returned PostGolgi yeast 3, sEH inh -10, PostGolgi ctrl 5, DAT uptake mod -0.63, S1P2 agonist -4, CYP2C19 inhib -19, sEH act 10, S1P2 blocker 1 and CYP2C19 act 1.2.
Screening CC(C)(C)NC(=O)NC(=O)COC(=O)C1CC(=O)N(Cc2ccccc2)C1 (centres undefined) returned PostGolgi yeast -2, PostGolgi ctrl -8, DAT uptake mod -0.33, CYP2C19 inhib 36 and CYP2C19 act 0.6.
O=S(=O)(c1cccc2cccnc12)N1CCOCC1 was read as PostGolgi yeast 20, sEH inh -1, PostGolgi ctrl -2, DAT uptake mod 0.053, S1P2 agonist 0, CYP2C19 inhib 39, sEH act 1, S1P2 blocker -8 and CYP2C19 act 0.6.
`CCCCCCn1c(=O)c(-c2ccccc2)c(O)c2ccccc21` gave PostGolgi yeast -5, sEH inh -17, PostGolgi ctrl 38*, DAT uptake mod 2, S1P2 agonist -6, CYP2C19 inhib 35, sEH act 14, S1P2 blocker 2 and CYP2C19 act 0.6.
`Cc1ccc(S(=O)(=O)Nc2nc3ccccc3nc2NCc2ccco2)cc1C` gave PostGolgi yeast -3, sEH inh -5, PostGolgi ctrl 16, S1P2 agonist -7, CYP2C19 inhib 27, sEH act 7, S1P2 blocker -5 and CYP2C19 act 0.7.
For Cc1cccc(NC2=CC(=O)OC(C)C2)c1 (centres undefined) the results were PostGolgi yeast 0, sEH inh -6, PostGolgi ctrl 3, DAT uptake mod -1.8, S1P2 agonist -5, CYP2C19 inhib 7, sEH act 9, S1P2 blocker -20 and CYP2C19 act 0.9.
Screening Cc1cccc(C)c1NC(=O)C(c1ccccc1)N1CCOCC1 (centres undefined) returned sEH inh 5, DAT uptake mod -0.33, S1P2 agonist -4, sEH act -3 and S1P2 blocker -9.
For CN1/C(=C/C(=O)c2nc(S(C)(=O)=O)ncc2Cl)C(C)(C)c2ccccc21 the results were PostGolgi yeast 16, sEH inh -14, PostGolgi ctrl 60*, DAT uptake mod 0.022, S1P2 agonist -2, CYP2C19 inhib 9, sEH act 13, S1P2 blocker 24 and CYP2C19 act 0.9.
`Cc1cccc(C)c1NC(=O)CCS(=O)(=O)c1cccc2nsnc12` gave PostGolgi yeast 2, sEH inh 5, PostGolgi ctrl 9, DAT uptake mod -0.0085, S1P2 agonist -2, CYP2C19 inhib 11, sEH act -4, S1P2 blocker 5 and CYP2C19 act 0.9.
`CCOC(=O)Nc1cc(OCC)c(NC(=O)C2CC2)cc1OCC` gave PostGolgi yeast -3, sEH inh -15, PostGolgi ctrl 3, DAT uptake mod 0.13, S1P2 agonist 0, CYP2C19 inhib -2, sEH act 12, S1P2 blocker -10 and CYP2C19 act 1.
Screening Cc1ccc(C)c(S(=O)(=O)NC(CC(C)C)C(=O)O)c1 (centres undefined) returned PostGolgi yeast 3, sEH inh 1, PostGolgi ctrl 9, S1P2 agonist -4, CYP2C19 inhib 8, sEH act -4, S1P2 blocker 15 and CYP2C19 act 0.9.
`O=C(Nc1nnc(CCN2CCCCC2)s1)C1CCCCC1` gave PostGolgi yeast -10, sEH inh -14, PostGolgi ctrl 5, DAT uptake mod 0.42, S1P2 agonist -4, CYP2C19 inhib 12, sEH act 14, S1P2 blocker 9 and CYP2C19 act 0.9.

This is a random part of the collection (roughly 24% active in at least one column).
